# PP1 inh – PP1-alpha (human) inhibition in PP5 counter-screen; purified PP1alpha, OMFP fluorescence; inhibition, % at 6.7 µM; hit rate 0.9% among 320,000; AID 2235;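 active = inhibition above the mean inhibition of all tested compounds plus 3 SD, computed separately for each screening campaign, cut at about 15% in these data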
# Target sequence (P62136 whole entry, looked up): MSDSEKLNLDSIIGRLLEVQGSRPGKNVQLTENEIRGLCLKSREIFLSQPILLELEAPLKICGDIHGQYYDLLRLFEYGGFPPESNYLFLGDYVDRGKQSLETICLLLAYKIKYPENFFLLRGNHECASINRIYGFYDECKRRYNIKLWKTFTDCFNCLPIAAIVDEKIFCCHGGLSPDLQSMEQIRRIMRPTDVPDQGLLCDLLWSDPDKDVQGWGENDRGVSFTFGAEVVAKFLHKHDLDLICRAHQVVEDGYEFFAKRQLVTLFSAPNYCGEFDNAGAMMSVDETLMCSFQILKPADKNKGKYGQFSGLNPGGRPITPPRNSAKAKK
# Fh CTSL1 inh – cathepsin L1 inhibition, PFM18AAP counter-screen; recombinant F. hepatica cathepsin L1, Z-Leu-Arg-MCA fluorescence; inhibition, % at 5.96 µM; hit rate 0.49% among 300,000;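 active = inhibition above the mean of all tested compounds plus 3 SD, set per screening campaign, cut at about 17% in these data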;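 also: 0% = plate median of test compound wells and 100% = 1 µM Z-Phe-Ala-diazomethylketone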
# EBNA-1 inh – blocks EBNA-1 binding to DNA; hit rate 0.34% among 300,000; EBNA-1 DNA binding, fluorescence polarization; inhibition, % at 14.8 µM; in the data active = inhibition above about 28%
# TPT1 inh – C. albicans TPT1 enzyme inhibition. recombinant caTPT1, FP RNA substrate dephosphorylation. inhibition, % at 5 µM. hit rate 0.81% among 300,000. AID 1962;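 active = inhibition above the mean of all tested compounds plus 3 SD, set per screening campaign, cut at about 24% in these data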;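 also: plate controls were DMSO alone for no effect and ferristatin control at 100 nM for full effect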
# ZTA counter – counter-screen for EBNA-1 inhibitors: inhibitors of Epstein-Barr virus ZTA | P03206 | ZTA-DNA binding, fluorescence polarization | inhibition, % at 11 µM | hit rate 0.15% among 320,000 | AID 2234; in the data active = inhibition above about 33%
# HCV core dimer – HCV core protein dimerization inhibition; TR-FRET GST/Flag-core106 dimerization, 1536-well; inhibition, % at 5 µM; hit rate 0.33% among 300,000;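 active = inhibition above the mean of all tested compounds plus 3 SD, set per screening campaign, cut at about 45% in these data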
#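 Test system: GST/Flag-tagged HCV core106 proteins; Medium: KF-containing HEPES buffer, pH 7.45, DTT, CHAPS, BSA; Times: compound-protein-antibody incubation 4 h at 22.5 °C; Detection: TR-FRET 671 and 617 nm emission; Benchmarks: wells lacking GST-core106 and wells with excess unlabelled core106.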
# PREPL inhibitor – human PREPL enzyme inhibition. Q4J6C6. recombinant PREPL, fluorescence polarization activity-based probe. inhibition, % at 5.96 µM. hit rate 0.68% among 320,000. AID 2751; in the data active = inhibition above about 43%;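 also: 0% = enzyme with DMSO and 100% = wells lacking enzyme; many of its hits are not listed in these tables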
# Target sequence (Q4J6C6 whole entry, looked up): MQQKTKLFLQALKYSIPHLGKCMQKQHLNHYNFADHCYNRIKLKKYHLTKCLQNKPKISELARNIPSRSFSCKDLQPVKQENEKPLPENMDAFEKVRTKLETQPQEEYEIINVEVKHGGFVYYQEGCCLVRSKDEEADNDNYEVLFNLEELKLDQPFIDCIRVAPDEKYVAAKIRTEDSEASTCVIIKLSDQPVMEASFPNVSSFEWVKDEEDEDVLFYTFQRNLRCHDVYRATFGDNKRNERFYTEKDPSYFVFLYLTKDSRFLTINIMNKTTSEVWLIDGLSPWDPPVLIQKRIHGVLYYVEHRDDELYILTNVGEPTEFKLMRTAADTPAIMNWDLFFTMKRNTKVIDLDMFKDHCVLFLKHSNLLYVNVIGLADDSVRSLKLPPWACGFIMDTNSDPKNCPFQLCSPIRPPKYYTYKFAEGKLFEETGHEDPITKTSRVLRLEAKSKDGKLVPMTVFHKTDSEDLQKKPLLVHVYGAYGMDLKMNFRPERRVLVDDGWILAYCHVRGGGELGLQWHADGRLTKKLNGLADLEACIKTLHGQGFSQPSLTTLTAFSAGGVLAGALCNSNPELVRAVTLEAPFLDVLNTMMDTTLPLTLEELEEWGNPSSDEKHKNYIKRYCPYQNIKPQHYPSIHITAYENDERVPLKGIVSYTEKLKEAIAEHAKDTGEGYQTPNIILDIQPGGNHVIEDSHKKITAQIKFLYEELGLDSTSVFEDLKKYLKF
# Efflux pump mplx – inhibitors of Candida antifungal efflux pumps expressed in yeast | S. cerevisiae Candida pump triplex, Nile Red efflux | inhibition, % at 10 µM | hit rate 0.44% among 330,000 | AID 485275;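 active = plate passing quality check with inhibition over a set limit, or well fluorescence over plate mean plus 4 SD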;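 also: Nile Red retained in pooled yeast measured as flow cytometry median fluorescence; 0% = buffer negative control and 100% = Enniatin B positive control; higher means more Nile Red kept so more efflux inhibition; some compounds called inactive have numbers as strong as hits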
# PP5 primary – blocks human protein phosphatase 5 activity; inhibition, % at 6.7 µM; AID 1987; purified PP5c, OMFP substrate fluorescence; P53041; hit rate 0.18% among 320,000;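 active = inhibition above the campaign's mean inhibition across all tested compounds plus 3 SD, cut at about 9.5% in these data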;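 also: 0% = DMSO only and 100% = 100 µM cantharidin control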
# An asterisk follows results filed as active; · = not tested or not shown. Not all compounds are listed, so the mix of outcomes need not match the whole.
# Start of the listing, in advance (3 entries):
SMILES,PP1 inh,Fh CTSL1 inh,EBNA-1 inh,TPT1 inh,ZTA counter,HCV core dimer,PREPL inhibitor,Efflux pump mplx,PP5 primary
Cn1ncc([N+](=O)[O-])c1C(=O)NCc1ccccc1,-2.0,-2.9,7.7,-0.1,16.7,4.0,-7.8,0.1,0.5
Cc1ccc(S(=O)(=O)N2CCC(C(=O)Nc3ccc(C(C)C)cc3)CC2)cc1,3.8,·,·,·,-2.9,·,-28.3,0.2,5.2
Cc1ccc(NS(=O)(=O)N2CCOCC2)c(C)c1,-1.0,-2.2,-9.5,-3.3,7.3,11.2,-4.2,0.0,-0.5

# The whole of this part, previewed entries included:
SMILES,PP1 inh,Fh CTSL1 inh,EBNA-1 inh,TPT1 inh,ZTA counter,HCV core dimer,PREPL inhibitor,Efflux pump mplx,PP5 primary
Cn1ncc([N+](=O)[O-])c1C(=O)NCc1ccccc1,-2.0,-2.9,7.7,-0.1,16.7,4.0,-7.8,0.1,0.5
Cc1ccc(S(=O)(=O)N2CCC(C(=O)Nc3ccc(C(C)C)cc3)CC2)cc1,3.8,·,·,·,-2.9,·,-28.3,0.2,5.2
Cc1ccc(NS(=O)(=O)N2CCOCC2)c(C)c1,-1.0,-2.2,-9.5,-3.3,7.3,11.2,-4.2,0.0,-0.5
NC(=O)c1cc2ccccc2o/c1=N/NC(=O)c1cccc(F)c1,5.1,5.4,-10.6,-1.5,-6.7,1.6,11.6,-0.1,-5.4
CCOc1ccc(S(=O)(=O)N2CCC(C(=O)NC3CC3)CC2)cc1C,2.1,-0.9,-4.5,-2.2,-8.1,-3.4,4.9,0.1,1.4
CN(CCO)CC(O)Cn1cnc2c1c(=O)n(C)c(=O)n2C (stereo not given) (tested in a mixture with another compound),-0.7,3.1,-1.1,-1.2,-4.0,3.2,9.7,-0.1,0.2
COc1cc(-c2noc(C)c2/C=C/c2ccc(C(=O)O)cc2)cc(OC)c1OC,2.3,-1.6,5.0,1.9,-3.2,-4.5,7.1,-0.1,-4.3
O=S(=O)(c1ccc(Cl)cc1)N1CCCC1c1nc(-c2ccc(Cl)cc2)no1 (stereo not given),4.1,0.7,-3.1,1.8,-2.4,11.0,-7.9,0.2,-5.7
COc1ccc(NS(=O)(=O)c2cccc(-c3nnc4n3CCCCC4)c2)cc1,9.2,0.2,-5.1,3.9,2.9,3.4,9.7,0.0,1.6
COc1ccc2oc(=O)c(C(=O)N3CCCc4ccccc43)cc2c1,-3.1,1.0,-0.8,-0.1,1.2,0.5,-1.9,0.1,0.6
S=C(NC1CCCCC1)N1CCN(Cc2ccccc2Cl)CC1,2.7,-2.9,-0.7,-2.0,16.8,-0.9,6.1,0.2,1.2
COc1ccc(/C=N/n2cnc3c(sc(=S)n3-c3ccccc3)c2=O)cc1,-4.2,1.4,0.8,1.6,-2.1,6.0,14.4,0.0,-1.7
Cc1cccnc1Nc1ncnc(N)c1[N+](=O)[O-],-2.7,-2.7,2.0,-1.1,3.6,-0.8,-0.5,0.1,-2.2
CC(C)CNC1CCS(=O)(=O)C1 (stereo not given),-0.4,-1.6,-8.0,-2.4,-2.3,-3.8,-0.1,0.0,-0.3
CC(=O)NCc1ccc(-c2csc(NC(=O)CCCc3nc4ccccc4c(=O)[nH]3)n2)cc1,-1.2,·,·,·,1.1,·,21.6,-0.2,3.5
CN(C)c1ccc(Nc2c3c4c(cccc4n(C)c2=O)C(=O)c2ccccc2-3)cc1,-5.0,-2.1,4.3,-14.4,-2.6,-11.9,3.4,-0.4,-0.1
COC(=O)C1=C(C)Nc2[nH]c(=S)[nH]c(=O)c2C1c1ccc(O)cc1 (stereo not given),-6.7,2.5,-7.8,-2.8,13.7,-6.8,-0.3,0.3,1.2
CNC(=O)c1ccc(N(Cc2ccccc2)S(C)(=O)=O)cc1,3.1,0.5,5.3,-2.2,-16.3,-1.7,9.9,-0.1,0.6
CCC(=O)c1ccc(OCC(=O)Nc2ccc3nc(C)sc3c2)cc1,-2.6,0.4,6.8,1.1,-7.5,2.3,-21.3,0.0,1.1
COc1ccc(C)cc1NC(=O)CCN1CCN(c2ccccc2F)CC1,2.6,2.5,11.4,-3.0,-6.4,-6.7,17.7,0.0,1.6
Cc1ccc(C)c(NC(=O)c2cnc3n(c2=O)CCS3)c1,-1.3,-3.3,-3.7,-3.1,-17.3,-2.9,1.6,0.0,-0.7
CC(=O)Nc1ccc(NC(=O)Nc2cccc(Cl)c2)cc1,-1.1,-0.8,-9.0,-6.0,13.4,-4.4,10.9,0.1,1.4
CCCc1cc(=O)[nH]c(SCC(=O)Nc2sc(C(N)=O)c(C)c2C(=O)OCCOC)n1,-1.2,·,·,·,-1.6,·,18.1,0.0,1.9
Cc1cc(N2C(=O)C(O)=C(C(=O)c3ccco3)C2c2cccc(Cl)c2)no1 (stereo not given),7.8,5.7,-3.9,4.4,-0.4,7.5,12.7,0.1,-2.5

# One compound at a time (already shown). Order of values: PP1 inh	Fh CTSL1 inh	EBNA-1 inh	TPT1 inh	ZTA counter	HCV core dimer	PREPL inhibitor	Efflux pump mplx	PP5 primary
# COC(=O)C1=C(C)Nc2[nH]c(=S)[nH]c(=O)c2C1c1ccc(O)cc1 (stereo not given) across the screens: -6.7	2.5	-7.8	-2.8	13.7	-6.8	-0.3	0.3	1.2
# COc1ccc(NS(=O)(=O)c2cccc(-c3nnc4n3CCCCC4)c2)cc1 across the screens: 9.2	0.2	-5.1	3.9	2.9	3.4	9.7	0.0	1.6

# Other results follow.
SMILES,PP1 inh,Fh CTSL1 inh,EBNA-1 inh,TPT1 inh,ZTA counter,HCV core dimer,PREPL inhibitor,Efflux pump mplx,PP5 primary
CCOc1ccc(N(CC(=O)NCc2ccc(F)cc2)C(=O)c2snc(C(N)=O)c2N)cc1,-2.7,5.9,-5.3,-2.0,12.2,16.0,-7.8,0.0,0.6
Cc1cc(N2CCCC2)ccc1NC(=O)COc1cccc(C(F)(F)F)c1,4.2,3.8,1.1,-2.5,2.3,-0.9,28.4,0.0,0.7
COc1ccc(CC(=O)Nc2ccc(-c3noc(-c4ccccc4OC)n3)cc2)cc1,4.1,0.5,20.4,-0.5,-6.7,-7.5,-2.7,0.0,2.1
C/C(=N\NC(=O)c1cc2ccccc2cc1O)c1ccccn1,6.2,1.3,-5.4,1.9,11.4,-0.3,13.2,0.0,1.0
O=[N+]([O-])c1cccc(CNc2ccc3c(c2)CCC3)c1,2.6,3.4,-9.3,0.4,-3.6,-0.2,25.8,0.4,2.3
O=C(CC(=O)N/N=C\c1ccc(F)cc1)NCCc1ccccc1,-1.6,0.0,7.4,0.7,-7.4,-2.3,-5.8,0.1,0.6
CC(C)(C)C1CCC(=NNC(=O)c2ccco2)CC1 (stereo not given),-4.3,0.7,0.3,2.7,-2.0,-0.4,12.1,0.2,0.3
COc1cc(/C=C/C(=O)N2CCOCC2)ccc1OCc1ccccc1,-6.3,9.2,-1.9,-5.5,-21.6,0.5,34.8,-0.3,1.4
Cc1cc(=O)n2nc(N3CCC(C(=O)NC(C)c4ccccc4)CC3)sc2n1 (stereo not given),-0.5,-2.1,1.4,4.2,-2.1,5.8,5.3,-0.1,2.1
COc1ccccc1-c1cc(C(F)(F)F)nc(N2CCCC2)n1,1.0,0.1,7.7,-1.6,10.3,6.8,-2.9,-0.1,2.8
CCn1cc(C(=O)N[C@@H](C)C(=O)NCCCn2ccnc2)c(=O)c2cc3c(cc21)OCO3,-3.2,1.9,5.7,2.4,1.2,0.0,8.1,-0.3,1.1
Cc1cccc(OCC(=O)Nc2ccc(N3CCCC3)cc2)c1C,11.3,3.7,-1.0,4.2,-7.1,12.9,-4.9,-0.1,-2.0

# Limited to HCV core dimer and PREPL inhibitor, for 5 of the compounds above:
compound	HCV core dimer	PREPL inhibitor
COc1ccc(CC(=O)Nc2ccc(-c3noc(-c4ccccc4OC)n3)cc2)cc1	-7.5	-2.7
C/C(=N\NC(=O)c1cc2ccccc2cc1O)c1ccccn1	-0.3	13.2
O=[N+]([O-])c1cccc(CNc2ccc3c(c2)CCC3)c1	-0.2	25.8
O=C(CC(=O)N/N=C\c1ccc(F)cc1)NCCc1ccccc1	-2.3	-5.8
CC(C)(C)C1CCC(=NNC(=O)c2ccco2)CC1 (stereo not given)	-0.4	12.1

# Following part.
SMILES,PP1 inh,Fh CTSL1 inh,EBNA-1 inh,TPT1 inh,ZTA counter,HCV core dimer,PREPL inhibitor,Efflux pump mplx,PP5 primary
C=CCNC(=S)N1CCN(c2ccccc2Cl)CC1,-0.2,1.3,5.1,-1.1,-5.9,-0.9,8.2,0.0,0.2
COC(=O)c1ccc(COC(=O)c2ccccc2OC)cc1,-1.6,0.3,-0.4,-1.7,-13.2,-2.2,2.8,0.0,2.3
CCOC(=O)c1c(NC(=O)CCC(=O)N(CC)CC)sc2c1CC(C)(C)OC2,-3.3,0.0,-2.4,4.6,-1.8,-3.6,-2.7,0.3,2.0
CCCSc1nnc(NC(=O)c2nc(SC)ncc2Cl)s1,-1.9,-0.1,1.6,3.2,4.8,-1.9,-5.8,0.0,-0.5
COCCN(CCOC)S(=O)(=O)c1ccc(C(=O)Nc2nnc(C3CC3)o2)cc1,0.6,0.8,-8.1,2.2,-11.4,1.0,2.2,0.0,1.8
Cc1cccc(N2CC(=O)N(c3cccc(C)c3)CC2=O)c1,-1.9,-1.5,-9.8,0.7,10.2,1.4,-11.9,0.2,1.8
COc1ccc(-c2[nH]ncc2CN(C)Cc2cccnc2)c(F)c1,-0.9,1.0,1.8,5.1,7.2,12.7,-5.3,0.0,2.7
O=C(CCc1ccccc1)Nc1cccc([N+](=O)[O-])c1,-2.0,-2.8,-1.2,3.0,0.3,-1.4,7.5,0.0,-0.1
CCCc1cc(=O)[nH]c(SCC(=O)NCCC2=CCCCC2)n1,2.3,1.4,-2.2,-1.1,-4.2,2.1,-1.3,0.0,1.1
Nc1[nH]nc2nc(NCc3ccccc3)c3c(c12)CCN(Cc1ccccc1)C3,-1.8,-9.1,0.7,-0.6,1.0,-1.2,28.2,-0.1,1.9
CC1(CO)COC(c2ccccc2)=N1 (stereo not given),-2.8,-1.2,6.2,-0.4,5.5,1.4,7.6,0.0,-1.2
CCOc1cccc2sc(NC(=O)CCS(=O)(=O)c3ccccc3)nc12,4.6,-10.9,4.9,2.5,-4.1,11.1,-8.1,-0.3,4.0
CC(NC(=O)c1ccnc(C(C)(C)C)c1)c1ccccc1 (stereo not given),-3.4,1.2,0.6,-0.1,4.9,0.5,-4.8,0.0,-0.8
CSCCC(NC(=O)c1ccc(Br)cc1)C(=O)O (stereo not given),0.4,2.2,-9.0,-2.5,9.5,-10.9,10.3,0.5,0.8
CN(CCc1cn[nH]c1)Cc1nc(Cc2ccccc2F)no1,-1.9,5.8,7.9,-2.8,-0.1,-2.3,7.7,-0.1,-0.2
CC1CCCCC1NC(=O)CSc1nnc(-c2ccco2)n1C (stereo not given),-0.8,·,·,·,-5.0,·,-3.2,0.0,1.2
COc1ccc(N/C=C2\CCc3ccccc3C2=O)cc1,4.1,-0.4,-9.6,50.7*,-1.0,-5.8,23.2,0.0,-1.3
COC(=O)C1CCN(S(=O)(=O)Cc2ccccc2)CC1,-5.5,-0.4,9.8,4.0,-16.0,-1.7,0.7,-0.6,3.3
CC/C(=C\C(=O)c1ccncc1)Nc1ccc(Br)cc1,-0.4,0.4,3.6,-1.2,3.4,1.3,-3.5,0.1,1.8
C=CCOc1ccc(-c2nc3c(c(=O)[nH]c(=O)n3CCCC)n2C)cc1Br,-0.9,-1.9,-1.6,-2.9,-4.9,14.4,12.8,0.1,1.2
O=C1c2ccccc2C(=O)N1CCc1nc2ccccc2c(=O)n1Cc1ccco1,-0.6,3.4,-3.0,-5.8,-7.0,7.4,-0.2,0.0,1.6
O=S(=O)(c1ccccc1)N1CCN(Cc2ccc(Cl)cc2)CC1,-0.5,0.5,-1.0,1.5,14.3,8.8,-7.4,-0.1,3.0

# Screening results (PubChem)
